Compound activity as filed in PubChem BioAssay.
ALOX12 inh: Primary qHTS assay for inhibitors of human arachidonate 12S-lipoxygenase (ALOX12): Round 2 | 580,000 tested, 1.1% active | Polyunsaturated fatty acid lipoxygenase ALOX12 (Homo sapiens), P18054 | purified 12hLO, xylenol orange hydroperoxide absorbance | Potency, µM (top dose mostly 108 µM), without a hit: top-dose activity change, negative = inhibition, actives largely listed as inhibitors; note: potency is the fitted concentration of half-maximal effect; % is set by controls: 0 for no effect and ±100 for the full control effect
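Hydroperoxide product was detected by ferrous iron/xylenol orange as the 573 to 405 nm absorbance ratio. Arachidonic acid at 40 uM (final) was turned over for 30 min at room temperature by 150 nM human 12hLO, pH 7.0 Hepes buffer, after 15 min compound preincubation.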
PI4K2A inh: qHTS for small molecular inhibitors of PI4K2A; 420,000 tested, 0.13% active; purified PI4K2A, ADP-Glo luminescence, 1 h; hits give low values; Phosphatidylinositol 4-kinase type 2-alpha (Homo sapiens), Q9BTU6; AID 1346378, 2018; activity change, negative = inhibition, % at 76.9 µM; in the data active = activity change below about -50%; inconclusive = mostly about -30% to -49%;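 note: -100% = wells without enzyme as full effect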
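PI4K2A activity was measured by ADP-Glo luminescence: enzyme (4 ug/mL stock) and phosphatidylinositol (1.2 mM stock) in Tris pH 7.5/MgCl2/EGTA/Triton X-100 buffer were reacted with ATP (300 microM stock) for one hour at ambient temperature.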
ERG-DNA inh: qHTS for Small Molecule Inhibitors of the ERG Ets/DNA interaction; Transcriptional regulator ERG (Homo sapiens), P11308; fluorescence polarization, His-ERG Ets domain / labelled DNA; Potency, µM (doses to about 76.9 µM), for inactives: at the top dose FP activity, negative = inhibition, actives largely listed as inhibitors; 370,000 tested, 0.028% active; AID 624246, 2012; active = well fitted inhibition curve with a large enough effect in the polarisation, with a control signal flat; inconclusive = small, poorly fitted or top-dose-only effect, or effect the other way, or a change in a side signal; inactive = no such curve, though single readings can be large or run the other way; the % refers to the polarisation;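 note: polarization taken with two DNA probes labelled with fluorescein and Texas red; potency is the fitted concentration of half-maximal effect; % of control where 0% means no effect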
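His-tagged ERG Ets domain (1 uM in the protein solution; 300mM KCl, 50mM Tris-HCl, 1mM EDTA, 1mM DTT, pH 7.5) received compound, then a probe mix of 5 nM fluorescein-DNA and 100nM Texas-615-DNA. Fluorescence polarization was read for both dyes.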
G9a inh: qHTS Assay for Inhibitors of Histone Lysine Methyltransferase G9a | AID 504332, 2011 | 350,000 tested, 8.8% active | G9a H3K9 monomethylation, AlphaScreen, 2 h | Histone-lysine N-methyltransferase EHMT2 (Homo sapiens), Q96KQ7 | Potency, µM (titrated, usually from 102 µM), inactives show at the highest dose activity, negative = inhibition, actives largely listed as inhibitors; note: potency is the fitted concentration of half-maximal effect; % is set by controls: 0 for no effect and ±100 for the full control effect; nearly all actives have a fitted effect of over 75% in size
Target sequence (Q96KQ7 913-1193 limits assumed): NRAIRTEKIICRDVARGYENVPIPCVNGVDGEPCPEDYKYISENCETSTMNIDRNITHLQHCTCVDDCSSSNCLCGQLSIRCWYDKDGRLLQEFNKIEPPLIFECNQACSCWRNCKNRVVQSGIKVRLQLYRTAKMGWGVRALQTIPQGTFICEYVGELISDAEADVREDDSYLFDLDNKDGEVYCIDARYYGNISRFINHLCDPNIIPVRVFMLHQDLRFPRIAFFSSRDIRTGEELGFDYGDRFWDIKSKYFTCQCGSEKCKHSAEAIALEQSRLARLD
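Enzyme 20 nM + cpd, 15 min RT; add b-H3K9 pep 500 nM / SAM 20 uM; 2 h RT; anti-H3K9me1 Ab 0.5 ug/mL + SA donor / anti-rabbit acceptor beads 20 ug/mL each, 10 min; AlphaScreen read.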
GLS inh: qHTS for Inhibitors of Glutaminase (GLS) | Glutaminase kidney isoform, mitochondrial (Homo sapiens), O94925 | GLS enzymatic activity, qHTS titration | Potency, µM (series often up to 45.5 µM), inactives show at the top dose activity change, negative = inhibition, usual class: inhibitors | 410,000 tested, 0.21% active | AID 624170, 2012; note: potency is the fitted concentration of half-maximal effect; % is set by controls: 0 for no effect and ±100 for the full control effect
Target sequence (O94925 whole entry, looked up, canonical isoform): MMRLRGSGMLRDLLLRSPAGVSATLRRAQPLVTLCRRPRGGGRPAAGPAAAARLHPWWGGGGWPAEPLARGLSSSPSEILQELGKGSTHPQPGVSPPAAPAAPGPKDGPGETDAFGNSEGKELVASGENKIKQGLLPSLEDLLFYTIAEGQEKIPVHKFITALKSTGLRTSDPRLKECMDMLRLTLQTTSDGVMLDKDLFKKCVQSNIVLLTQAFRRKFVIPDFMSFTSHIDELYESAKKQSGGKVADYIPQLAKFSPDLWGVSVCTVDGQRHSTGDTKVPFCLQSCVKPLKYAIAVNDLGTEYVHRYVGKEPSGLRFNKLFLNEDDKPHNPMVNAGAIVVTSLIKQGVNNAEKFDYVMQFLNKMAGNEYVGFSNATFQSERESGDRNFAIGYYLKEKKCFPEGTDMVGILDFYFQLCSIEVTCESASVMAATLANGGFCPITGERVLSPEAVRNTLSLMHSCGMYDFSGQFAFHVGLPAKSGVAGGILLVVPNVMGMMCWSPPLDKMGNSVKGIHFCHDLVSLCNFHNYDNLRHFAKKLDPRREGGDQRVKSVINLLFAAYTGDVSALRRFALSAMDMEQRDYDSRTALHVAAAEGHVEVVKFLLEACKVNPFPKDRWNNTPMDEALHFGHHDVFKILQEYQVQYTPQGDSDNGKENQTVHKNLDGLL
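Assay buffer: 45 mM KH2PO4 pH 8.2, 0.02% Tween-20. hKGA acts on L-glutamine (1 mM solution added); product glutamate is reported by an oxidase/peroxidase Amplex Red coupling, with fluorescence taken at baseline and 30 min.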
RGS4 inhibitor: Inhibitors of Regulator of G Protein Signaling (RGS) 4: qHTS; 390,000 tested, 0.039% active; Potency, µM (titrated, usually from 114 µM), inactives show at the highest dose activity change, negative = inhibition, most hits filed as inhibitors; AID 504845, 2011; Regulator of G-protein signaling 4 (Homo sapiens), P49798; Transcreener GDP fluorescence polarization, RGS4-accelerated GTP hydrolysis; note: potency is the fitted concentration of half-maximal effect; % is set by controls: 0 for no effect and ±100 for the full control effect; nearly all actives have a fitted effect of over 75% in size; some results filed as inactive show a strong effect at the top dose
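MLSMR compounds (23 nl, pin-transferred) preincubated 10 min at room temperature with a 500nM (2x) first reagent, then RGS4 at 900nM (2x) plus Transcreener GDP mix added; fluorescence polarization (620/688 nm) read before and after 90 min at 30 °C.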
HP1b chromo inh: HTS for Inhibitors of HP1-beta Chromodomain Interactions with Methylated Histone Tails | Chromobox protein homolog 1 (Homo sapiens), P83916 | AlphaScreen HP1-beta / biotin-H3K9me3 peptide binding | Potency, µM (doses to about 114 µM), for inactives: at the highest dose activity change, negative = inhibition, hits mostly inhibitors | 390,000 tested, 0.56% active; note: potency is the fitted concentration of half-maximal effect; nearly all actives have a fitted effect of over 70% in size; inactives centre near 23
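Compound inhibition of the preformed complex between 50 nM HP1-beta and 50 nM biotinylated H3K9me3 peptide was read by AlphaScreen. Buffer was PBS pH 7.4 with 0.01% Tween-20. Incubations ran 30 min at room temperature, with 10 ug/mL donor/acceptor beads.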
BAZ2B block: qHTS Assay for Inhibitors of BAZ2B; Bromodomain adjacent to zinc finger domain protein 2B (Homo sapiens), Q9UIF8; AlphaScreen BAZ2B-H3K14Ac peptide displacement; Potency, µM (top dose mostly 114 µM), for the others: top-dose activity change, negative = inhibition, actives largely listed as inhibitors; 360,000 tested, 4.4% active; note: potency is the fitted concentration of half-maximal effect; % is set by controls: 0 for no effect and ±100 for the full control effect; nearly all actives have a fitted effect of over 60% in size
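AlphaScreen displacement: compounds (up to 110uM) incubated 30 min at room temperature with a preformed 50 nM BAZ2B/50 nM biotinylated H3K14Ac peptide complex in PBS pH 7.4 with Tween-20. Donor and acceptor beads at 10 ug/mL final added, 20 min light-protected before reading.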
JMJD2A Tudor inh: qHTS Assay for Inhibitors of JMJD2A-Tudor Domain; Lysine-specific demethylase 4A (Homo sapiens), O75164; AlphaScreen JMJD2A-Tudor / H3K4me3 peptide binding; Potency, µM (titrated, usually from 114 µM), for the others: at the top dose activity change, negative = inhibition, actives largely listed as inhibitors; 390,000 tested, 4.4% active; AID 504339, 2011; note: potency is the fitted concentration of half-maximal effect; % is set by controls: 0 for no effect and ±100 for the full control effect; nearly all actives have a fitted effect of over 50% in size
An asterisk follows results filed as active; [ ] = remark or other dose. Unless noted, calls come from the whole dose curve; as a rule, active = well fitted curve in the direction sought with a large enough effect; inconclusive = small, poorly fitted or top-dose-only effect, or another doubt; inactive = no such curve, though single readings can be large; an effect the other way counts as inactive or inconclusive.

Results for O=C(COc1ccc(C(=S)N2CCOCC2)cc1)N1CCOCC1 ?
ALOX12 inh: 0.3%; PI4K2A inh: -1.9; ERG-DNA inh: 8.8%; G9a inh: 56.4%[activator]; GLS inh: -14.4%; RGS4 inhibitor: -23.5%; HP1b chromo inh: 29.9%; BAZ2B block: 3.8%; JMJD2A Tudor inh: -11.0%

How did COc1ccc(CNC(=O)CSc2nc3ccc(N)cc3s2)cc1 do in these assays?
ALOX12 inh: 4.0%; PI4K2A inh: -1.5; ERG-DNA inh: -1.1%; G9a inh: -2.8%[59 µM]; GLS inh: 9.5%; RGS4 inhibitor: 10.7%; HP1b chromo inh: 29.4%; BAZ2B block: -3.1%; JMJD2A Tudor inh: -17.2%

How did Cc1ccc(C)c(NC(=S)N2CCC(NC(=O)c3ccc(F)cc3)CC2)c1 do in these assays?
ALOX12 inh: -16.4%; PI4K2A inh: 1.8; ERG-DNA inh: -1.9%; G9a inh: 4.0%; GLS inh: -8.8%; RGS4 inhibitor: 2.1%; HP1b chromo inh: 22.4%; BAZ2B block: -1.7%; JMJD2A Tudor inh: 2.1%

How did Cc1ccc(/C=N/NC(=O)c2c(C)nc3ccc(Br)cn23)cc1 do in these assays?
ALOX12 inh: -4.7%; PI4K2A inh: 0.7; ERG-DNA inh: -1.9%; G9a inh: 90.2%[activator]; GLS inh: -0.5%; RGS4 inhibitor: 0.0%; HP1b chromo inh: 56.3%[activator]; BAZ2B block: 8.1%; JMJD2A Tudor inh: -5.8%

Results for CCN(C(=O)COC(=O)CCCc1c[nH]c2ccccc12)c1c(N)n(Cc2ccccc2)c(=O)[nH]c1=O ?
ALOX12 inh: 23.9%; PI4K2A inh: -2.2; ERG-DNA inh: -1.0%; GLS inh: 13.8%; RGS4 inhibitor: -19.9%; HP1b chromo inh: 24.8%; JMJD2A Tudor inh: -23.2%

What do the screens show for `CCCCNc1nc2sc3c(c2c(=O)n1-c1cccc(Cl)c1)CCN(C)C3`?
ALOX12 inh: -27.6%; PI4K2A inh: 3.3; ERG-DNA inh: 1.1%; G9a inh: inconclusive; GLS inh: -4.3%; RGS4 inhibitor: 18.4%; HP1b chromo inh: -2.7%; BAZ2B block: -15.8%; JMJD2A Tudor inh: -18.7%

How did COc1ccc(NC(=O)C(NC(=O)/C=C\c2ccc3c(c2)OCO3)c2ccccc2)cc1 (stereo not drawn) do in these assays?
ALOX12 inh: -14.9%; PI4K2A inh: -3.1; ERG-DNA inh: -1.5%; G9a inh: -29.4%[59 µM]; GLS inh: 7.2%; RGS4 inhibitor: -23.2%; HP1b chromo inh: 30.0%; BAZ2B block: 5.0%; JMJD2A Tudor inh: -7.8%

How did Nc1c(-c2ccccc2)nc(Cl)nc1-c1ccccc1 do in these assays?
ALOX12 inh: inconclusive; PI4K2A inh: -0.7; ERG-DNA inh: -1.4%; G9a inh: 9.6%[59 µM]; GLS inh: 1.6%; RGS4 inhibitor: 15.7%[11.4 µM]; HP1b chromo inh: 96.2%[activator]; BAZ2B block: 39.3%[activator]; JMJD2A Tudor inh: 32.3%[57.1 µM]

What do the screens show for `COc1ccc(O)c(C(=O)c2cnn(C(=O)c3ccc(C)cc3)c2)c1`?
ALOX12 inh: 160.3%; PI4K2A inh: 2.9; ERG-DNA inh: -8.8%; G9a inh: -20.5%[12.7 µM]; GLS inh: -6.3%; RGS4 inhibitor: -4.2%; HP1b chromo inh: 32.8%; BAZ2B block: -21.5%; JMJD2A Tudor inh: -31.9%

What do the screens show for `Cc1ccnc(NS(=O)(=O)c2cc(-c3cc(C)no3)ccc2C)c1`?
ALOX12 inh: inconclusive; PI4K2A inh: 1.7; ERG-DNA inh: 4.1%; G9a inh: -5.8%[59 µM]; GLS inh: -7.2%; RGS4 inhibitor: -7.9%; HP1b chromo inh: -3.4%; BAZ2B block: -3.7%; JMJD2A Tudor inh: -10.4%

How did Cc1ccc2nc(CSc3nnc(NC(=O)COc4ccccc4)s3)cc(=O)n2c1 do in these assays?
ALOX12 inh: -15.0%; PI4K2A inh: 0.0; ERG-DNA inh: 0.5%; G9a inh: -1.1%[59 µM]; GLS inh: 6.2%; RGS4 inhibitor: -6.3%; HP1b chromo inh: 30.4%[57 µM]; BAZ2B block: 4.9%; JMJD2A Tudor inh: -9.7%

Results for O=C1c2ccccc2C(O)(Cc2ccccc2)N1C1CCCCC1 (stereo not drawn) ?
ALOX12 inh: 0.0%; PI4K2A inh: -2.3; ERG-DNA inh: -4.3%; G9a inh: inconclusive; GLS inh: -2.3%; RGS4 inhibitor: -14.7%; HP1b chromo inh: 28.2%; BAZ2B block: -12.4%; JMJD2A Tudor inh: 0.0%

Results for CCOc1ccc(NC(=O)C2CSC(c3ccncc3)=N2)cc1 (stereo not drawn) ?
ALOX12 inh: 10.0%; PI4K2A inh: -0.8; ERG-DNA inh: 7.0%; G9a inh: 50.1µM*; GLS inh: 0.9%; RGS4 inhibitor: -21.0%; HP1b chromo inh: 27.0%; BAZ2B block: -5.1%; JMJD2A Tudor inh: -7.5%

What do the screens show for `O=C(O)CCCn1nc(C(F)(F)F)c2c1CCCCC2`?
ALOX12 inh: -19.7%; PI4K2A inh: -6.4; ERG-DNA inh: 3.2%; G9a inh: -1.0%[59 µM]; GLS inh: -15.6%; RGS4 inhibitor: -25.9%; HP1b chromo inh: 35.3%[activator]; BAZ2B block: 9.5%; JMJD2A Tudor inh: -15.7%

Results for O=C(O)c1cc(NC(=O)c2cccc(C(=O)Nc3cc(C(=O)O)cc(C(=O)O)c3)c2)cc(C(=O)O)c1 ?
ALOX12 inh: inconclusive; PI4K2A inh: -1.3; ERG-DNA inh: -0.1%; G9a inh: inconclusive; GLS inh: -1.8%; RGS4 inhibitor: 9.6%; HP1b chromo inh: 21.1%; BAZ2B block: -7.7%[57.1 µM]; JMJD2A Tudor inh: inconclusive

What do the screens show for `O=C(c1ccc(Cl)cc1)C1CCCN(C(=O)/C=C/c2ccccn2)C1` (stereo not drawn)?
ALOX12 inh: 1.4%; PI4K2A inh: 3.4; ERG-DNA inh: 5.1%; G9a inh: -6.0%[59 µM]; GLS inh: 0.5%; RGS4 inhibitor: 5.1%; HP1b chromo inh: 19.0%; BAZ2B block: -31.2%; JMJD2A Tudor inh: -20.4%

Results for COCCOC(=O)C1=C(C)NC(=S)NC1/C=C/c1ccccc1 (stereo not drawn) ?
ALOX12 inh: inconclusive; PI4K2A inh: 0.4; ERG-DNA inh: -1.2%; G9a inh: 14.6%[59 µM]; GLS inh: -10.6%; RGS4 inhibitor: -39.7%; HP1b chromo inh: 33.6%; BAZ2B block: -14.8%; JMJD2A Tudor inh: -4.2%

What do the screens show for `CC(=O)c1ccc(NS(=O)(=O)c2ccc(-n3cccn3)cc2)cc1`?
ALOX12 inh: -23.7%; PI4K2A inh: -7.0; ERG-DNA inh: -1.2%; G9a inh: -27.5%[59 µM]; GLS inh: 9.5%; RGS4 inhibitor: 37.5%; HP1b chromo inh: 25.7%; BAZ2B block: -9.0%; JMJD2A Tudor inh: -2.8%

Results for CCc1ccc(-n2nc(C)c3c(C(=O)Nc4cc(OC)cc(OC)c4)cc(C)nc32)cc1 ?
ALOX12 inh: 0.6%; PI4K2A inh: 1.7; ERG-DNA inh: -0.5%; G9a inh: -3.5%[59 µM]; GLS inh: -9.3%; RGS4 inhibitor: 5.1%; HP1b chromo inh: 23.3%; BAZ2B block: 20.3%[57.1 µM]; JMJD2A Tudor inh: -3.2%

What do the screens show for `CSc1ncc(C(=O)Nc2ccccc2)cn1`?
ALOX12 inh: 0.0%; PI4K2A inh: -1.9; ERG-DNA inh: -6.0%; G9a inh: 27.2%[59 µM]; GLS inh: 6.8%; RGS4 inhibitor: 35.5%; HP1b chromo inh: 45.8%[activator]; BAZ2B block: 9.6%; JMJD2A Tudor inh: -15.4%

This is a subset; rates above refer to the full screens.
